# Bioassay records as filed in PubChem BioAssay.
# LMNA splice mod – changes lamin A minigene splicing in HeLa cells; HeLa LMNA splicing GFP/RFP minigene ratio, 48 h; AID 1487; Potency, µM (series often up to 46.1 µM), for inactives: top-dose ratio change, negative = inhibition, usual class: inhibitors; 200,000 tested, 0.01% active; active = well fitted inhibition curve with a large enough effect in the signal ratio, with a control signal flat, not every such curve was filed as active; inconclusive = small, poorly fitted or top-dose-only effect, or effect the other way, or a change in a side signal; the % refers to the signal ratio
#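 S3 HeLa stable clones carrying a lamin A-EGFP splicing minigene plus DsRed2 were seeded at 600 cells/well in Opti-MEM with 2% FBS, pin-dosed and incubated 48 h at 37°C. Acumen cytometry (488 nm) gave the GFP/RFP total-intensity ratio.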
# Active calls of the source: *; ? = inconclusive; [ ] = remark or other dose. % is set by controls: 0 for no effect and ±100 for the full control effect; potency is the fitted concentration of half-maximal effect.
# Sample of the layout, 6 compounds:
No.	SMILES	LMNA splice mod
1	CC(C)(C)OC(=O)N1CCC(c2c(C(=O)N3CCN(C(=O)c4ccco4)CC3)cnn2-c2cccc(F)c2)CC1	17%[46 µM]
2	COc1cccc(NC(=O)CSc2nccn2Cc2ccc3c(c2)OCO3)c1	-3%[46 µM]
3	COc1cccc(CN2C(=O)CN(C3CCCCC3)C(=O)C2c2ccc(OC(C)C)c(OC)c2)c1 (stereo not given)	-1%[46 µM]
4	Cc1ccc2[nH]c3c(=O)n(CC(=O)N4CCCCC4)ncc3c2c1	-6%[46 µM]
5	Cc1ccccc1Cn1c(CN2CCC(C(=O)NCc3ccc(Cl)cc3)CC2)cc2ccccc21	-10%[46 µM]
6	CCOC(=O)c1cc(-c2ccccc2)n(CCC(=O)NCCc2ccccc2)c1C	10%[46 µM]

# All compounds of this part (from the top)
No.	SMILES	LMNA splice mod
1	CC(C)(C)OC(=O)N1CCC(c2c(C(=O)N3CCN(C(=O)c4ccco4)CC3)cnn2-c2cccc(F)c2)CC1	17%[46 µM]
2	COc1cccc(NC(=O)CSc2nccn2Cc2ccc3c(c2)OCO3)c1	-3%[46 µM]
3	COc1cccc(CN2C(=O)CN(C3CCCCC3)C(=O)C2c2ccc(OC(C)C)c(OC)c2)c1 (stereo not given)	-1%[46 µM]
4	Cc1ccc2[nH]c3c(=O)n(CC(=O)N4CCCCC4)ncc3c2c1	-6%[46 µM]
5	Cc1ccccc1Cn1c(CN2CCC(C(=O)NCc3ccc(Cl)cc3)CC2)cc2ccccc21	-10%[46 µM]
6	CCOC(=O)c1cc(-c2ccccc2)n(CCC(=O)NCCc2ccccc2)c1C	10%[46 µM]
7	CCn1c(=NC(=O)c2ccc3c(c2)OCCO3)sc2c(C)ccc(OC)c21	?
8	CNC(=O)C1CCN(Cc2cc3ccccc3n2Cc2cccc(C)c2)CC1	-12%[46 µM]
9	COc1cccc(CNC(=O)C2CCCN(S(=O)(=O)c3cn(C)cn3)C2)c1 (stereo not given)	?
10	Cc1ccccc1CNC(=O)CN1CCSc2ccccc21	5%[46 µM]
11	CCOc1cc(CNC(=O)C2CCN(c3nc4ccccc4[nH]3)CC2)cc(OCC)c1OCC	?
12	CC1=C(C(=O)Nc2ccc(C)cc2C)C(c2ccc([N+](=O)[O-])cc2)n2ncc(C(=O)Nc3ccc(F)cc3)c2N1 (stereo not given)	3%[46 µM]

No.	SMILES	LMNA splice mod
13	CCOc1ccc(-n2c(C)nc3cc(C(=O)NCc4ccc(C)cc4)ccc32)cc1	9%[46 µM]
14	Cc1cccc(-c2nc(CCNC(=O)COc3ccccc3)cs2)c1	-4%[46 µM]
15	O=C(NCc1ccccc1)C1CCN(S(=O)(=O)c2ccc3[nH]c(=O)ccc3c2)CC1	?
16	CC(C)(C)c1ccc(C(=O)NCC(c2ccco2)S(=O)(=O)c2ccc(F)cc2)cc1 (stereo not given)	6%[46 µM]
17	COc1ccc(C)c2sc(N(Cc3cccnc3)C(C)=O)nc12	19%[46 µM]
18	COc1ccc(-n2cc(-c3ccccc3)c3c(NC4CCCC4)ncnc32)cc1	?
19	Cc1ccc(NC(=O)Cn2c(=O)ccc3cc(S(=O)(=O)N4CCC(C)CC4)ccc32)c(C)c1	?
20	COc1ccccc1CNC(=O)CN(c1ccccc1OC)S(C)(=O)=O	-3%[46 µM]
21	CCC(C)NC(=O)Cn1c(=O)n(-c2ccc(C)c(C)c2)c(=O)c2c(C)c(C(=O)N(CC)CC)sc21 (stereo not given)	8%[46 µM]
22	CC(=O)c1ccc(NS(=O)(=O)c2ccc3[nH]c4c(c3c2)CCCCCC4)cc1	-26%[46 µM]
23	CSCCC(NS(=O)(=O)c1ccc2c(c1)oc(=O)n2C)C(=O)N1CCN(c2ccc(C(C)=O)cc2)CC1 (stereo not given)	13%[46 µM]
24	CC1CCN(S(=O)(=O)c2ccc3c(c2)N(CC(=O)NC(C)C)C(=O)CO3)CC1	-1%[46 µM]

No.	SMILES	LMNA splice mod
25	COc1ccc(CNC(=O)C2=Cc3cccc(OC)c3OC2)cc1OC	-1%[46 µM]
26	CCNC(=O)c1cnc2sc(N3CCCCCC3)nn2c1=O	?
27	COc1ccc(CNc2nc(SCc3ccc(Cl)cc3)nc3ccccc23)cc1	-24%[46 µM]
28	Cc1ccc(CN2CCN(C3CCNCC3)C(=O)C2=O)cc1	-3%[46 µM]
29	CCOc1ccc(NC(=O)Cn2c(=O)cc(C)c3c(C)nn(C)c32)cc1	?
30	Cc1nc(-c2ccc(C)c(N3CCN(C(=O)Nc4ccc(Br)cc4)CC3)c2)no1	?
31	CCOC(=O)c1scc(-c2ccccc2)c1S(=O)(=O)Nc1cc(OC)cc(OC)c1	-27%[46 µM]
32	Clc1cccc(-n2ncc3c(NCCCn4ccnc4)ncnc32)c1	-19%[46 µM]
33	Cc1cccc(NC(=O)CSc2nc(=O)n(CCN3CCOCC3)c3c2CCC3)c1C	0%[46 µM]
34	COc1cccc(C(c2sc3nc(-c4ccco4)nn3c2O)N2CCC(C)CC2)c1 (stereo not given)	-9%[46 µM]
35	CC(=O)c1ccc(NC(=O)CN2C(=O)c3cccnc3Sc3ccccc32)cc1	?
36	COc1ccc(Cl)cc1NC(=O)c1c(NCc2cccs2)sc2c1CCCC2	14%[46 µM]

No.	SMILES	LMNA splice mod
37	CCOC(=O)N1CCc2c(sc(NCc3cccs3)c2C(=O)Nc2ccc(OC)cc2OC)C1	16%[46 µM]
38	Cc1ccc(Cl)cc1NC(=O)c1ccc2nc(CCc3ccccc3)oc2c1	16%[46 µM]
39	Cc1ccc(CCNC(=O)c2c[nH]c3ccc(S(=O)(=O)Nc4cccc(C(F)(F)F)c4)cc3c2=O)cc1	-14%[46 µM]
40	CC(C)CC(=O)Nc1cc(-c2ccccc2F)nn1-c1ccccc1	-9%[46 µM]
41	COc1ccc(C2C=C(c3ccc(Br)cc3)Nc3nnnn32)c(OC)c1 (stereo not given)	3%[46 µM]
42	CCc1ccc(NC(=O)CSc2nc3ccsc3c(=O)n2C(C)CC)cc1 (stereo not given)	-15%[46 µM]
43	CC(=O)N1CCc2c(sc(NC(=O)CSc3ccc(F)cc3)c2-c2nc3ccccc3s2)C1	2%[46 µM]
44	O=C(CCn1cnc2onc(-c3ccc(F)cc3)c2c1=O)Nc1cccc(C(F)(F)F)c1	?
45	Cc1ccc(S(=O)(=O)N2CCCc3cc(NS(=O)(=O)c4ccc(C)c(C)c4)ccc32)cc1	1%[46 µM]
46	CCCN(CCC)S(=O)(=O)c1ccc2c(c1)N(CC(=O)NCc1ccc(F)cc1Cl)C(=O)CS2	?
47	CCCc1nn2c(=O)cc(COC(=O)c3ccccc3NC(=O)c3ccc(OCC)cc3)nc2s1	6%[46 µM]
48	CC(C)Cc1nn2c(=O)cc(COC(=O)c3ccc(NC(=O)c4cccs4)cc3)nc2s1	2%[46 µM]

No.	SMILES	LMNA splice mod
49	O=S(=O)(c1ccccc1)c1nc(-c2ccc(Cl)cc2Cl)oc1N1CCCCC1	?
50	CC(C)(C)OC(=O)N1CCC(c2c(C(=O)N3CCN(c4ncccn4)CC3)cnn2-c2ccccc2)CC1	17%[46 µM]
51	CC(C)(Oc1ccc(Cl)cc1)C(=O)Nc1cccc(-c2cn3cccnc3n2)c1	?
52	CC(C)CCNS(=O)(=O)c1ccc(N2CCCCS2(=O)=O)cc1	-1%[46 µM]
53	Cc1cc(C)cc(NC(=O)c2cc(S(=O)(=O)N3CCCC3)ccc2F)c1	-7%[46 µM]
54	O=C(CCSCCc1ccccn1)Nc1ccccc1C(F)(F)F	?
55	CC(C)c1ccc(N2C(=O)N(Cc3cccc([N+](=O)[O-])c3)c3ccccc3S2(=O)=O)cc1	2%[46 µM]
56	Cc1ccc(-n2c(C)nc3c(cnn3-c3ccccc3)c2=O)cc1	-8%[46 µM]
57	COc1ccc(OC)c2sc(N3CCN(C(=O)CCS(=O)(=O)c4ccc(F)cc4)CC3)nc12	13%[46 µM]
58	Cc1ccc(CNC(=O)CCc2c(C)nn(-c3ccc(N4CCCC4)nn3)c2C)cc1	8%[46 µM]
59	Cc1ccc(NC(=O)CN2C(=O)CCc3cc(S(=O)(=O)N4CCCCC4)ccc32)cc1C	24%[46 µM]
60	CCOc1ccc(-c2cc(C(=O)NCCc3ccc(Cl)cc3)c3ccccc3n2)cc1	11%[46 µM]

No.	SMILES	LMNA splice mod
61	Cc1ccc(Cl)cc1N1CCN(C(=O)C2CCN(S(=O)(=O)c3c(C)noc3/C=C/c3ccccc3F)CC2)CC1	-8%[46 µM]
62	CCCCCNC(=O)CCn1c(=O)[nH]c2ccccc2c1=O	?
63	Cn1cc(S(=O)(=O)N2CCCCC2)cc1C(=O)Nc1ccc(OC(F)(F)F)cc1	13%[46 µM]
64	Cc1ccc(NC(=O)CN2C(=O)CCc3cc(S(=O)(=O)N4CCOCC4)ccc32)cc1F	1%[46 µM]
65	Cc1ccc(CNC(=O)c2cc(-c3ccc(C)cc3)nc3n[nH]c(-c4cccc([N+](=O)[O-])c4)c23)cc1	?
66	Cc1ccc(Cl)cc1N1CCN(C(=O)c2cnc3c(-c4ccc(F)cc4)c(C)nn3c2C)CC1	2%[46 µM]
67	CCc1nn2c(=O)cc(COC(=O)C3CCCCC3)nc2s1	10%[46 µM]
68	COC(=O)c1scc(-c2ccc(C)cc2)c1S(=O)(=O)N1CCN(c2ccc(OC)cc2)CC1	?
69	O=C(CCn1cnc2onc(-c3ccc(F)cc3)c2c1=O)Nc1ccc(F)c(Cl)c1	-1%[46 µM]
70	CCCCN(CC)C(=O)CSc1nc2n[nH]c(C)c2c(=N)n1-c1cccc(Cl)c1	?
71	CCN(CC)CCCNC(=O)Cc1csc2nc(-c3ccc(Cl)cc3)cn12	?
72	COc1ccc(CNC(=O)CN2N=C(c3ccccc3)CCC2=O)c(OC)c1	10%[46 µM]

No.	SMILES	LMNA splice mod
73	Cc1nc(-c2cccc(F)c2)sc1CCNC(=O)C(=O)Nc1ccc2c(c1)OCO2	?
74	CC(=O)c1ccc(N2CCN(S(=O)(=O)c3ccc(-c4coc(C)n4)cc3)CC2)cc1	?
75	CCc1ccc(NC(=O)CCc2c(C)n(C)c3cc(-c4ccccc4C)nn3c2=O)cc1	6%[46 µM]
76	CCOc1ccc(CNS(=O)(=O)c2cc3c(cc2C)NC(=O)CO3)cc1OC	?
77	CC(=O)N1CCCc2cc(S(=O)(=O)N3CCC(C(=O)NCc4cccc(C)c4)CC3)ccc21	?
78	Cc1cccc(CC(=O)NCc2nc3cccnc3n2Cc2ccc(F)cc2)c1	1%[46 µM]
79	CC(C)CC(=O)Nc1ccccc1OCc1cc(=O)n2ccccc2n1	-3%[46 µM]
80	Cc1ccc(C2CCN(C(=O)Nc3ccc(Cl)c(Cl)c3)C2)cc1 (stereo not given)	?
81	CCOc1ccc(Cn2c(CNS(=O)(=O)c3ccc([N+](=O)[O-])cc3)nc3cccnc32)cc1	0%[46 µM]
82	CCc1ccc(NC(=O)c2sc3nc(-c4ccccc4)cn3c2C)cc1	-1%[46 µM]
83	O=C(CSc1nc2c([nH]c3ccccc32)c(=O)n1-c1ccc(F)cc1)NCc1ccccc1	24%[46 µM]
84	Cc1cc(Cl)ccc1NC(=O)CS(=O)(=O)c1cccc2nsnc12	-16%[46 µM]

# Arranged by length of the SMILES (falling): four of the compounds above
No.	SMILES	LMNA splice mod
83	O=C(CSc1nc2c([nH]c3ccccc32)c(=O)n1-c1ccc(F)cc1)NCc1ccccc1	24%[46 µM]
78	Cc1cccc(CC(=O)NCc2nc3cccnc3n2Cc2ccc(F)cc2)c1	1%[46 µM]
84	Cc1cc(Cl)ccc1NC(=O)CS(=O)(=O)c1cccc2nsnc12	-16%[46 µM]
79	CC(C)CC(=O)Nc1ccccc1OCc1cc(=O)n2ccccc2n1	-3%[46 µM]

# Following part:
No.	SMILES	LMNA splice mod
85	COc1ccc(OC)c(NC(=O)c2c(NCc3sccc3C)sc3c2CCCCC3)c1	?
86	Cc1ccc2c(=O)cc(CSc3nnc(-c4ccccc4)n3C)[nH]c2c1C	?
87	Cc1ccc(N2CC(NC(=O)Cc3ccc(F)cc3)CC2=O)cc1 (stereo not given)	15%[46 µM]
88	CCOc1ccc(S(=O)(=O)NCC(c2ccc(N(C)C)cc2)N2CCCC2)cc1 (stereo not given)	-9%[46 µM]
89	O=C(CN1C(=O)C2CCCCN2c2ccc(C(=O)N3CCCC3)cc21)NCc1ccccc1 (stereo not given)	2%[46 µM]
90	COc1ccccc1NC(=O)N1CCN(c2nnc(C)c3c(C)n(-c4ccccc4)nc23)CC1	-3%[46 µM]
91	CCOc1ccccc1C(=O)Nc1ccc(-n2nncc2-c2ccccc2)cc1	-20%[46 µM]
92	CCOC(=O)c1cc(S(=O)(=O)Nc2ccc(OC(F)(F)F)cc2)[nH]n1	8%[46 µM]
93	COCCCNC(=O)CSc1nc2ccccc2c(=O)n1Cc1ccco1	3%[46 µM]
94	COc1cccc(OCC(=O)NCCS(=O)(=O)N2CCN(c3ccccc3F)CC2)c1	-10%[46 µM]
95	CCCN1CCN(CCCNC(=O)c2ccc3nc(Cc4ccccc4)oc3c2)CC1	3%[46 µM]
96	COc1ccc(C(=O)NCC(c2cccs2)S(=O)(=O)c2cccs2)cc1 (stereo not given)	-9%[46 µM]

No.	SMILES	LMNA splice mod
97	CCOc1ccc(Sc2cc(C(=O)NCc3ccccc3Cl)c3ccccc3n2)cc1	2%[46 µM]
98	CCN1CCN(CCCNC(=O)c2cnn(-c3ccc(C)cc3)c2C2CCN(C(=O)OC(C)(C)C)CC2)CC1	0%[46 µM]
99	COc1ccc(C)cc1NC(=O)CSc1nc(=O)n(Cc2ccco2)c2c1CCC2	7%[46 µM]
100	CCC(=O)Nc1sc2c(c1C(=O)Nc1ccccc1C)CCC(C)C2 (stereo not given)	-11%[46 µM]
101	COC(=O)c1ccc(NC(=O)c2c(NCc3ccc(OC)c(OC)c3)sc3c2CCCC3)cc1	?
102	CNS(=O)(=O)c1cc(-c2nn3c(C)nnc3c3ccccc23)ccc1C	?
103	Cn1cc(S(=O)(=O)N2CCCCC2)cc1C(=O)N1CCN(c2ccc(F)cc2)CC1	3%[46 µM]

# The list is partial; rates above refer to the full screens.
